PKA-R2B act = activates the human PKA-R2B holoenzyme complex; P22694+P31323; PKA-R2B holoenzyme dissociation, Cy5-IP20 fluorescence polarization; R2B truncated from residue 108, S112A mutant; 0% DMSO only, 100% 113 µM cGMP; activation, % at 11.4 µM; 340,000 tested, 0.079% active;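 active = activation above a cutoff set at the mean over all compounds plus 3 SD, cut at about 18% in these data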;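 also: higher means more holoenzyme dissociation and a rise in polarization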
Target sequence (P31323 whole entry, looked up, other chains not shown, the tested form may be a part): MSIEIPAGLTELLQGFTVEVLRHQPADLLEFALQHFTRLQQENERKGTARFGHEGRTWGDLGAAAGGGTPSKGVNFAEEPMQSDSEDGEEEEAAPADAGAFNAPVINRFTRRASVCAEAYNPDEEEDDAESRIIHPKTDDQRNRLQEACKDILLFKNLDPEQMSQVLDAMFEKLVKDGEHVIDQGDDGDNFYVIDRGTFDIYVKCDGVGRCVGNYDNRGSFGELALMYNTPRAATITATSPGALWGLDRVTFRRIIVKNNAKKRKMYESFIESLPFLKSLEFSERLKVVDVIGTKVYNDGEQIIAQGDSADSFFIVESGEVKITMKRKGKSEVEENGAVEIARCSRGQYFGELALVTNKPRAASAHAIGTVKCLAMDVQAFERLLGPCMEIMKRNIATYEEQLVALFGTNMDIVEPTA
Tat transport = E. coli Tat transport inhibition; E. coli MC4100 TorA-mCherry Tat export, fluorescence; inhibition, % at 10 µM; 340,000 tested, 0.036% active;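 active = mean replicate inhibition at least 50% and at least half of replicates individually reaching 50%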;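 also: exported cargo escapes ClpAP degradation while cytoplasmic cargo is degraded and loses fluorescence; 0% = median of neutral control wells and 100% = median of NaSCN control wells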
MOR-DOR inv ag = inverse agonist of human OPRM1-OPRD1 heterodimerization; P35372+P41143; cell-based MOR-DOR heterodimer luminescence, inverse agonism; inhibition, % at 9.3 µM; 340,000 tested, 0.21% active; AID 504357; in the data active = inhibition above about 22%, passing the limit was not always enough;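 also: 0% = cells with DMSO and 100% = wells without cells with DMSO; values of inactives mirror those of a sister screen read the other way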
Mot1-301 SUMO = SUMOylation pathway inhibition by Mot1-301 growth rescue | S. cerevisiae Mot1-301 growth rescue, ATP luminescence, 38.5C; percent above DMSO median, 100 means doubled | 320,000 tested, 1% active | growth rescue, % at 18.8 µM | AID 2716;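 active = every valid replicate shows activation above 250% relative to neutral control wells; inactive = the rest, any valid replicate at or below 250%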;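 also: OY570 slx delta 5 strain wells were the positive control but not used for scaling; some compounds called inactive have numbers as strong as hits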
phage Ecoli inh = E. coli growth loss with phage present. 360,000 tested, 0.26% active. growth absorbance. inhibition, % at 11.9 µM; in the data active = inhibition above about 11%
AddAB inh = less growth of phage-infected E. coli with AddAB. E. coli expressing H. pylori AddAB, absorbance growth. inhibition, % at 11.9 µM. 330,000 tested, 0.29% active; in the data active = inhibition above about 12%;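 also: 0% = vehicle wells of infected cells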
Ecoli viability = counter-screen for AddAB inhibitors: E. coli growth inhibition; E. coli V3065 growth, OD600 absorbance, 18 h; inhibition, % at 11.9 µM; 330,000 tested, 0.27% active; AID 449728;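 active = inhibition above the campaign's mean inhibition across all tested compounds plus 3 SD, cut at about 9.9% in these data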;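 also: uninfected addAB+ strain grown without phage in ampicillin broth; 0% = DMSO wells and 100% = ciprofloxacin 0.95 µg/ml wells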
OPRM1-OPRD1 ag = agonists of human mu-delta opioid receptor heterodimerization; cells, OPRM1-OPRD1 heterodimerization, luminescence; activation, % at 9.3 µM; P35372+P41143; 340,000 tested, 0.3% active; AID 504326; in the data active = activation above about 18%;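 also: 0% = vehicle-treated cells and 100% = reference agonist; values of inactives mirror those of a sister screen read the other way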
PfHsp90 yeast 2 = reduces growth (ATP signal) of yeast expressing P. falciparum Hsp90; inhibition, % at 9.4 µM; AID 504621; 310,000 tested, 0.32% active; S. cerevisiae expressing PfHsp90, BacTiter-Glo ATP, 48 h; yeast lacking PDR1 and PDR3 efflux regulators;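 active = every replicate shows inhibition above about 80%, whatever the replicate mean, limit read from the data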;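 also: 0% = DMSO neutral controls and 100% = 20 µM radicicol positive controls; yeast relying on Plasmodium falciparum Hsp90 in place of its own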
PKA-R1A act = PKA-R1A complex activation; P00514+P68181; 340,000 tested, 0.083% active; activation, % at 11.4 µM; PKA-R1A dissociation, Cy5-IP20 fluorescence polarization; scaled: DMSO 0%, 113 µM cGMP 100%;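 active = percent activation above the mean of all tested compounds plus 3 SD, cut at about 19% in these data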;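 also: higher means more PKAc released from R1A so a rise in polarization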
HTR5A inv ag = counter-screen for OPRM1-OPRD1 inverse agonists: human HTR5A inverse agonism. AID 504634. 340,000 tested, 0.083% active. inhibition, % at 9.3 µM. P47898. HTR5A cell line, luminescence; in the data active = inhibition mostly above about 23%, no sharp cut-off; inactive = mostly below about 18%;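 also: 0% = cells with DMSO and 100% = no-cell wells with DMSO; some compounds called inactive have numbers as strong as hits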
Target sequence (P47898 whole entry, looked up): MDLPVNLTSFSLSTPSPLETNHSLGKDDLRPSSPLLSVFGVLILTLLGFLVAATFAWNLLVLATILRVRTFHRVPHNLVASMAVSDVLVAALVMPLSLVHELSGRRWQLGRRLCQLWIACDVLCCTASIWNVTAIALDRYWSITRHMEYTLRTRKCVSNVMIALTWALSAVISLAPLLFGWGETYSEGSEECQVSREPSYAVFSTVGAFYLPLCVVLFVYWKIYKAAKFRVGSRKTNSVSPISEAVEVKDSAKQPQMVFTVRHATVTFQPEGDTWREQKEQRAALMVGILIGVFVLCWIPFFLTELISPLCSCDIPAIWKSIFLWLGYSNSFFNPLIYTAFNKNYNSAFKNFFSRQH
Active calls of the source: *; / = no result given. Not a hit list; about 2.2% have a hit in one of these screens.

Each structure is followed by: PKA-R2B act	Tat transport	MOR-DOR inv ag	Mot1-301 SUMO	phage Ecoli inh	AddAB inh	Ecoli viability	OPRM1-OPRD1 ag	PfHsp90 yeast 2	PKA-R1A act	HTR5A inv ag
Cc1cc(Cl)c(OCCCn2cncn2)c(Br)c1
  -12	1	5	35	0.5	-0.3	0.9	-1.0	-11	7	-7
O=C1c2ccccc2-c2c1cccc2C(=O)N1CCN(C(=O)c2ccco2)CC1
  5	3	5	-2	-0.8	1.5	0.9	-1.0	-2	-5	9
C=CCn1c(=N)n(CC(=O)c2cccc([N+](=O)[O-])c2)c2ccccc21
  -11	0	2	-20	0.2	0.6	-2.5	-0.3	23	3	3
CN(CCOc1ccc(Cl)cc1)CC(=O)Nc1ccc(OC(F)(F)F)cc1
  -23	11	6	234	3.0	0.3	-1.0	-1.2	4	-19	11
CCOC(=O)c1sc(Nc2nc3cc4c(cc3s2)OCO4)cc1C
  -7	-6	-38	-1	0.2	2.1	-3.0	6.7	-32	-15	7
C=CCOC(=O)C1=C[C@H](c2cn(C(C)=O)c3ccccc23)C[C@H](OCc2ccc(CO)cc2)O1
  -4	5	10	5	1.0	3.0	-2.7	-1.8	-5	-9	-1
O=C(CCc1nc2ccccc2[nH]1)NC1CCCCC1
  -4	-13	8	3	2.2	-0.7	-0.9	-1.4	7	-2	-13
C/C=C\C(=O)Nc1cccc(C2=NOC3(C2)C[C@@H](C(N)=O)N(C(=O)C2(C)CC2)C3)c1 (some centres undefined)
  0	-11	-6	-37	0.9	1.4	0.8	1.1	1	-5	-2
Cc1cc(C)c(S(=O)(=O)N/N=C/c2ccc3c(c2)OCO3)c(C)c1
  2	19	-17	19	1.3	/	/	3.1	1	-8	-37
CC(C)c1ccc(/C=N/Nc2ccc(C(=O)O)cc2)cc1
  -3	2	17	-20	2.1	2.3	1.9	-3.4	-29	-2	7
COc1cc(NC(=O)COC(C)=O)cc(OC)c1OC
  -9	8	2	22	1.4	-1.0	0.8	-0.4	/	1	-2
N#Cc1ccc(COC(=O)c2ccc3c(c2)OCO3)cc1
  5	-2	3	2	3.9	1.0	1.8	-0.8	17	-23	7
CN1CCN(S(=O)(=O)c2ccc(NC(=S)NC(=O)c3ccccc3)cc2)CC1
  6	4	10	-10	2.5	3.2	-2.2	-2.4	2	8	10
Cc1csc2ncc(C(=O)NCc3ccccn3)c(=O)n12
  -5	-5	-4	-1	4.0	-0.2	-1.2	0.6	11	2	4
O=C(Nc1cccc(OCC(=O)N2CCOCC2)c1)c1cccc(Cl)c1
  3	-1	5	7	1.7	1.6	-0.9	-1.5	5	8	17
COc1ccc(CCNC(=O)C(=O)NCc2ccccn2)cc1
  -10	0	4	109	0.0	1.5	2.7	-0.8	19	1	1
CC(=O)c1ccc(NC(=O)/C=C/c2ccc(C)cc2)cc1
  -8	-4	-12	-18	7.4	2.5	1.1	2.1	-8	-3	-25
c1ccc(CN2CCN(CCCNc3ccc4nnc(-c5ccccc5)n4n3)CC2)cc1
  -9	14	22	-3	/	0.6	-1.6	-4.2	1	-7	16
CCOc1ccc(Nc2cc(C)nc3ccc(C)cc23)cc1
  7	5	10	-7	2.3	2.3	2.7	-1.8	8	-2	-15
CCOC(=O)c1ccc(N2C(=O)C3CCOc4ccccc4C32)cc1 (centres undefined)
  11	11	-3	-6	2.1	5.4	0.9	0.6	3	1	-13

Next part, starting with the last six of the part before.
Each structure is followed by: PKA-R2B act	Tat transport	MOR-DOR inv ag	Mot1-301 SUMO	phage Ecoli inh	AddAB inh	Ecoli viability	OPRM1-OPRD1 ag	PfHsp90 yeast 2	PKA-R1A act	HTR5A inv ag
O=C(Nc1cccc(OCC(=O)N2CCOCC2)c1)c1cccc(Cl)c1
  3	-1	5	7	1.7	1.6	-0.9	-1.5	5	8	17
COc1ccc(CCNC(=O)C(=O)NCc2ccccn2)cc1
  -10	0	4	109	0.0	1.5	2.7	-0.8	19	1	1
CC(=O)c1ccc(NC(=O)/C=C/c2ccc(C)cc2)cc1
  -8	-4	-12	-18	7.4	2.5	1.1	2.1	-8	-3	-25
c1ccc(CN2CCN(CCCNc3ccc4nnc(-c5ccccc5)n4n3)CC2)cc1
  -9	14	22	-3	/	0.6	-1.6	-4.2	1	-7	16
CCOc1ccc(Nc2cc(C)nc3ccc(C)cc23)cc1
  7	5	10	-7	2.3	2.3	2.7	-1.8	8	-2	-15
CCOC(=O)c1ccc(N2C(=O)C3CCOc4ccccc4C32)cc1 (centres undefined)
  11	11	-3	-6	2.1	5.4	0.9	0.6	3	1	-13
Cc1c(C(=O)NCC(c2ccco2)N2CCCC2)sc2ccccc12 (centres undefined)
  -6	-5	-7	0	2.1	-1.9	-0.8	1.3	9	-1	-5
Cc1ccc(Cn2c(SCC(C)C)nc3c2c(=O)[nH]c(=O)n3C)cc1
  4	-1	-8	-4	0.9	2.1	-0.1	1.6	/	-8	20
CCCCNS(=O)(=O)c1cc2c3c(c1)CCN3C(=O)CC2
  -5	1	16	3	2.5	2.6	0.9	-3.2	15	4	-11
CC(=O)Nc1ccc(OCCOc2ccc([N+](=O)[O-])cc2)cc1
  2	-4	14	28	1.8	-0.1	-0.2	-2.6	4	-2	-8
Cc1cnc(NC(=O)c2cccc(S(=O)(=O)N3CCOCC3)c2)s1
  -11	0	17	-8	0.9	0.2	-1.2	-4.5	-17	3	-2
COc1ccccc1CNC(=O)CCC1N=C2c3ccccc3N=C(SCC(=O)NCC3CCCO3)N2C1=O (centres undefined)
  5	3	9	7	2.1	-1.5	-0.9	-1.8	-14	3	3
CC(C)(C)NS(=O)(=O)c1ccc(NC(=O)c2cc(-c3ccccc3)nc3ccccc23)cc1
  0	-12	-20	4	3.8	-0.8	-3.1	4.2	-2	-1	-18
C=CCSc1nnc(-c2sc(-c3ccccc3)nc2C)n1C
  -2	-4	9	-1	0.0	0.3	-1.2	-1.7	/	0	-1
CCOC(=O)/C=C1\CN(C(C)c2ccccc2)S(=O)(=O)c2ccccc21 (centres undefined)
  -8	-2	14	8	3.0	4.4	2.1	-2.4	-14	-6	-55
CCOC(=O)C1(Cc2ccccc2C(F)(F)F)CCN(CCCn2cccn2)CC1
  -16	-5	8	-5	0.8	-1.6	-0.7	-1.6	20	4	-3
Cc1ccccc1-c1nnc(SCC(=O)NCc2ccc3c(c2)OCO3)n1C
  6	-5	6	-15	2.5	0.2	-1.1	-1.1	27	-5	7
Cc1cc(C)c(NC(=O)Nc2ccccc2)c(C)n1
  -9	-8	12	24	0.8	-0.2	-0.2	-3.0	-4	-7	4
CC(C)=CCCC(C)N(C=O)C(C)CCC=C(C)C (centres undefined)
  -12	-6	-4	-2	0.5	1.7	-1.8	0.7	22	3	-17
CN(C)C(=O)CSCc1c(Cl)cccc1Cl
  5	6	-4	2	2.4	3.3	-1.3	0.9	-19	2	1
N#Cc1cccc(NC(=O)N2CCC(c3nc4c(nnn4Cc4cccc(Cl)c4)c(=O)[nH]3)CC2)c1
  -12	7	7	173	1.6	2.8	-0.6	-1.2	12	-3	-7
O=C1C(=C(O)c2ccccc2)C(=O)c2ccccc21
  4	2	6	-10	1.3	2.5	-1.2	-1.0	12	-4	-18
CC(Nc1ncnc2sccc12)c1ccccc1 (centres undefined)
  3	-5	-8	113	0.5	4.2	1.3	1.5	34	-5	-12
CCCc1cc(=O)oc2c3c(cc(OCC(=O)N[C@@H](CSC)C(=O)O)c12)OC(C)(C)CC3
  4	-2	6	-14	1.8	/	/	-1.3	-33	8	9
Clc1ccc(-c2noc(CN3CCCC3)n2)cc1
  -3	-6	5	-6	0.6	0.3	-2.6	-1.2	0	-15	-12
Nc1ccc(C2(c3ccc(N)cc3)c3ccccc3C(=O)c3ccccc32)cc1
  -8	10	5	-4	2.6	1.6	-1.5	-0.9	7	-3	21

Three entries from above, ordered by the value under MOR-DOR inv ag, highest first:
Compound	MOR-DOR inv ag
CCOc1ccc(Nc2cc(C)nc3ccc(C)cc23)cc1	10
O=C(Nc1cccc(OCC(=O)N2CCOCC2)c1)c1cccc(Cl)c1	5
CC(C)(C)NS(=O)(=O)c1ccc(NC(=O)c2cc(-c3ccccc3)nc3ccccc23)cc1	-20

Next section
Each structure is followed by: PKA-R2B act	Tat transport	MOR-DOR inv ag	Mot1-301 SUMO	phage Ecoli inh	AddAB inh	Ecoli viability	OPRM1-OPRD1 ag	PfHsp90 yeast 2	PKA-R1A act	HTR5A inv ag
CC1(CC(=O)Nc2ccccc2)NC(=S)N(c2ccccc2)N1 (centres undefined)
  0	-11	1	3	-1.4	1.7	-1.2	-0.2	-19	-7	2
O=C(NNC(=O)c1cc(-c2ccccc2Cl)nc2ccccc12)c1csc(N2CCOCC2)n1
  -7	-12	12	6	1.6	-1.7	1.6	-2.1	-16	3	-10
CC(C)CC(=O)C1CCCN(C(=O)c2ccc3oc(Cc4ccccc4)nc3c2)C1 (centres undefined)
  -2	10	16	-7	0.0	0.3	0.1	-2.9	19	1	6
COc1ccc(NC(=O)Cc2ccc(C)c(C)c2)cc1Cl
  -3	-5	5	-4	0.9	-1.4	-1.2	-0.9	-1	5	5
CCN1C(=O)CSc2ccc(C(=O)NCc3ccccc3)cc21
  9	-5	2	-6	3.5	2.4	-0.8	-0.4	-10	-2	18
C/C(=N/NC(=O)c1cccc(Br)c1)C1CC2CCC1C2 (centres undefined)
  2	-7	-3	9	2.7	-0.8	0.4	0.8	-11	-14	12
O=C(c1ccc(Cl)cc1)c1ccc(OCC(O)CN2CCOCC2)cc1 (centres undefined)
  -4	-1	-16	16	4.2	-2.3	-3.0	2.9	-11	4	5
COC(=O)c1cccnc1-n1c(=O)c2cccnc2n(Cc2ccc(Cl)cc2)c1=O
  -7	-9	5	19	1.9	0.8	-0.2	-1.1	/	-1	12
COc1ccc(NC(=O)c2ccccc2-c2ccccc2)c(C)c1
  2	-4	16	1	3.6	3.5	1.9	-3.1	0	0	-13
CN(CC(=O)Nc1cccc(F)c1)C(=O)c1ccc(-c2ccc(Cl)cc2)o1
  5	-1	-6	7	2.6	2.1	2.8	1.5	-2	-12	8
CCN(CC)C(=S)NC(=O)c1cccnc1
  -7	-3	17	13	1.8	1.7	-0.4	-3.7	7	2	-4
CCn1c(CSc2nc3ccccc3s2)nnc1SCC(N)=O
  6	-6	5	0	2.4	1.4	-1.6	-1.0	8	-14	-20
C=CCNc1nc(C(=O)OCC(=O)c2ccc(Cl)cc2)cs1
  -3	-6	0	82	4.6	1.6	-0.9	0.0	-14	-3	19
COc1ccc(NC(=O)CSc2cn[nH]n2)c(OC)c1
  -11	3	11	-17	-0.1	2.7	-1.6	-2.1	-16	3	-8
CN(Cc1ccccc1)C(=O)COC(=O)c1cc2ccccc2oc1=O
  -12	4	18	28	2.4	0.3	3.3	-4.6	32	-8	3

Assay outcomes as filed in PubChem BioAssay.
